# PTHR1 ag = qHTS for PTHR1 Agonists: Primary Screen | HEK293 GP2 PTHR1 cells, GloSensor cAMP luminescence, 1 h | Potency, µM (top dose mostly 115 µM), without a hit: top-dose activation, actives largely listed as activators | actives 0.075% (n = 410,000) | AID 743266, 2014; also: potency is read from the fitted curve at half-maximal effect; nearly all actives have a fitted effect of over 55% in size; some results filed as inactive show a strong effect at the top dose; inactives centre near -15; many of its hits are not listed in these tables
#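 HEK-293-derived GP2 cells expressing PTHR1 and a GloSensor cAMP reporter, 3,000/well, plated overnight, given luciferin plus IBMX (each 0.5 mM as added) for 1 h at 37 °C, then compound for 1 h at 37 °C. Luminescence was read after 15 min at room temperature.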
# aSyn rescue = qHTS of alpha-syn Inhibitors; Yeast expressing alpha-synuclein, growth rescue, BacTiter-Glo, 24 h; Potency, µM (highest dose often 46.1 µM), for the others: at the highest dose growth rescue (activation), hits mostly activators; actives 0.14% (n = 370,000); AID 652106, 2013; also: potency is read from the fitted curve at half-maximal effect; % of control where 0% means no effect; nearly all actives have a fitted effect of over 65% in size
#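 Screening used galactose-induced yeast with toxic alpha-synuclein levels, exposed to compound for 24 hr at 30 deg C. Cell growth, read with BacTiter-Glo luminescence, gave the measured signal.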
# D3 antag = qHTS of D3 Dopamine Receptor Antagonist: qHTS. D3R cells, DiscoveRx beta-arrestin luminescence, antagonist mode; hits give low values. max response, negative = inhibition, %. actives 2.5% (n = 360,000); in the data active = max response below about -50%; inconclusive = no clear call, values can overlap the other calls; also: % is scaled to controls: 0 for no effect and ±100 for the full control effect; mostly tested at two doses, the higher about 12 µM
# Target sequence (P35462 whole entry, looked up): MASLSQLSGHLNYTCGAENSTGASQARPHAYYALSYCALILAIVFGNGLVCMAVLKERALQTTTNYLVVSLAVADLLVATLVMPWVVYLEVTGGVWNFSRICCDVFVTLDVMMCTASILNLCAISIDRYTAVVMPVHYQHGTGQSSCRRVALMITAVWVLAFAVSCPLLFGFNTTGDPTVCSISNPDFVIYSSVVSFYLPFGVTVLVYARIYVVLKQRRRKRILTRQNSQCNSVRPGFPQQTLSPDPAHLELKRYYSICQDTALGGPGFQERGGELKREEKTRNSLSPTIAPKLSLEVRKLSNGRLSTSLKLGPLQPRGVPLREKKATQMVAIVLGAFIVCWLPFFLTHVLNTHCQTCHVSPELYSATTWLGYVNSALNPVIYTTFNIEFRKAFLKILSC
#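 Cells plated overnight at 1500 cells/well, then exposed to library compounds with dopamine controls for 90 minutes at 37 degrees C. DiscoveRx reagent added for 30–60 minutes at room temperature; luminescence read, quantitative HTS format.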
# FUS yeast rescue = qHTS for Suppressors of FUS Proteinopathy: Primary screen using FUS-linked yeast assay; S. cerevisiae FUS-expressing, growth rescue, OD600, 24 h; Potency, µM (highest dose often 76.6 µM), inactives show at the highest dose growth rescue (activation), actives largely listed as activators; actives 0.24% (n = 390,000); AID 1347120, 2019;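 also: potency is read from the fitted curve at half-maximal effect; plate controls were DMSO vehicle for no effect and reference control for full effect; nearly all actives have a fitted effect of over 55% in size; some results filed as inactive show a strong effect at the top dose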
#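 Galactose (2%) drives FUS expression in yeast precultured in raffinose; seeding density OD 0.005. Test compounds incubated 24hr at 30C and 99% humidity before absorbance at 600 nm was measured.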
# Akt phos inh = HTS Assay for Inhibitors of Akt Phophorylation: Primary Screen; AID 651550, 2012; Neuro2A IGF-stimulated pAkt S473 HTRF, 20 min; hits give low values; activity change, % for hits at 50 µM; actives 0.32% (n = 360,000); in the data active = activity change below about -80%; inconclusive = mostly about -51% to -80%; also: % is scaled to controls: 0 for no effect and ±100 for the full control effect
#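 Single-point screen (50 µM final compound) in Neuro2A cells stimulated 20 min with 6 nM IGF at 37 deg C. After lysis, Ser473-phosphorylated Akt read by HTRF (ex 330 nm, em 615/665 nm) as the 665/615 ratio.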
# GLP-1R inv ag = qHTS of GLP-1 Receptor Inverse Agonists (Inhibition Mode); Glucagon-like peptide 1 receptor (Homo sapiens), P43220; HEK293 GLP-1R CRE-luciferase, luminescence, 24 h; GLP-1R form is constitutively active; Potency, µM (titrated, usually from 38.3 µM), without a hit: at the highest dose activity change, negative = inhibition, actives largely listed as inhibitors; actives 1.6% (n = 410,000); AID 624417, 2012; also: potency is read from the fitted curve at half-maximal effect; % is scaled to controls: 0 for no effect and ±100 for the full control effect; nearly all actives have a fitted effect of over 55% in size
# Target sequence (P43220 whole entry, looked up): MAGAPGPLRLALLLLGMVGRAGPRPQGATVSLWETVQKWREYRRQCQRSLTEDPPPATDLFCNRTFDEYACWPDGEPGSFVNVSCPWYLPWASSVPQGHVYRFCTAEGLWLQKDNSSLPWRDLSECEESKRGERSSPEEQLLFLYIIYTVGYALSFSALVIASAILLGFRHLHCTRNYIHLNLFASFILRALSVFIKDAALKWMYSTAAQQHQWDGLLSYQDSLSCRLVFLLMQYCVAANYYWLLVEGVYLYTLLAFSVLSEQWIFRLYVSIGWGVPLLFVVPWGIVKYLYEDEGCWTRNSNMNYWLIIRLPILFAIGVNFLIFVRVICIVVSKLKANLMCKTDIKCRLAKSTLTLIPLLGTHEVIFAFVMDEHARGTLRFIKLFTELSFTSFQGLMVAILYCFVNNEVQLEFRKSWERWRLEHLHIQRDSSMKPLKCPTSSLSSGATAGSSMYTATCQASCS
#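 HEK293 cells stably co-expressing constitutively active GLP-1R and a cAMP-responsive luciferase reporter were seeded in DMEM with 10% Nu serum, given compounds after 12 h, and incubated 24 h at 37 deg C. Luminescence was then read.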
# TDP43 rescue = qHTS of TDP-43 Inhibitors | TDP-43 expressing yeast growth rescue, BacTiter-Glo, 24 h | Potency, µM (top dose mostly 46.1 µM), for inactives: top-dose growth rescue (activation), most hits filed as activators | actives 1.8% (n = 410,000) | AID 652104, 2013; also: potency is read from the fitted curve at half-maximal effect; % of control where 0% means no effect; nearly all actives have a fitted effect of over 50% in size
#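 Yeast cells expressing TDP-43 under galactose induction are exposed to compounds for 24 hr at 30 deg C. BacTiter-Glo luminescence measures growth, so protective compounds score as activators.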
# Abeta yeast res = qHTS for compounds that reverse cellular toxicity of Amyloid beta (A-beta) peptide in yeast: Primary Screen; actives 0.063% (n = 410,000); yeast expressing A-beta42, growth rescue, OD600, 48 h; response scale: 0% DMSO, 100% iron-clioquinol control; Potency, µM (highest dose often 46.1 µM), inactives show at the top dose growth rescue, usual class: activators; AID 1347071, 2019; also: potency is read from the fitted curve at half-maximal effect; nearly all actives have a fitted effect of over 55% in size
#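 Growth rescue measured by 600 nm absorbance after 48 h yeast culture at 30 C with compound. Values normalized between DMSO and an equimolar ferric chloride plus clioquinol control.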
# GLP1R ag = qHTS of GLP-1 Receptor Agonists; actives 0.007% (n = 380,000); Glucagon-like peptide 1 receptor (Homo sapiens), P43220; HEK293 GLP-1R CRE-luciferase, luminescence, 4-6 h; cells express a hypersensitive GLP-1R form; Potency, µM (series often up to 45.6 µM), inactives show at the top dose activation, usual class: activators; also: potency is read from the fitted curve at half-maximal effect; % of control where 0% means no effect
# Active calls of the source: *; i = inactive; ? = inconclusive; nt = not tested or not shown; [ ] = another dose, or the depositor's remark. Unless noted, calls follow the shape of the dose curve; as a rule, active = well fitted curve in the direction sought with a large enough effect; inconclusive = small, poorly fitted or top-dose-only effect, or another doubt; inactive = no such curve, though single readings can be large; an effect the other way counts as inactive or inconclusive.
SMILES,PTHR1 ag,aSyn rescue,D3 antag,FUS yeast rescue,Akt phos inh,GLP-1R inv ag,TDP43 rescue,Abeta yeast res,GLP1R ag
CCN(C(=O)C1CCCCC1)c1nnc(-c2cccnc2)s1,-6%[57.5 µM],15%,-29,22%,i,11%,?,-19%,17%
O=S(=O)(CCc1ccncc1)c1ccc(Cl)cc1,-6%,3%,-14,-3%,i,1%,-17%,-1%,4%
COc1ccc(S(=O)(=O)N2CCN(CC3CC=CCC3)CC2)cc1 (configuration not stated),-17%,-1%,-4,10%,i,-11%,4%,-18%,13%
CCC(C(=O)NC1CCCCCC1)n1nc(C)n2c(cc3occc32)c1=O (configuration not stated),i,20%,-3,8%,i,-6%,4%,-21%,8%
Cc1cc(N2CCN(c3ccccc3Cl)CC2)n2cc(-c3ccccc3)nc2n1,-21%,-3%,-20,21%,i,?,?,-15%,-3%
Cc1ccc(NC(=O)CN(C)C(=O)c2cccc(S(=O)(=O)N3CCc4ccccc43)c2)cc1,-19%,8%,-10,34%,i,11µM*,13%,-4%,-6%
COc1ccc(S(=O)(=O)NCC(c2ccco2)N2CCN(c3ccccc3)CC2)cc1OC (configuration not stated),-39%[inhibitor],nt,nt,34%,nt,-23%,-17%,-13%,nt
Cc1ccc(S(=O)(=O)Nc2ccc(-c3nc4ccc(C)cc4s3)cc2)cc1,-1%,-19%,-4,nt,i,3%,-22%,-9%,0%
Cc1ccc(N(C)S(=O)(=O)c2cccc(C(=O)NCCCN3CCCC3=O)c2)cc1,-40%[inhibitor],0%,-3,16%,i,8%,-6%,-21%,-3%
CCn1c(CN2CCOCC2)nnc1SCC(=O)Nc1ccccc1Cl,i,0%,1,13%,i,26%,-14%,-4%,9%

# The list goes on; the last 2 above are carried over.
SMILES,PTHR1 ag,aSyn rescue,D3 antag,FUS yeast rescue,Akt phos inh,GLP-1R inv ag,TDP43 rescue,Abeta yeast res,GLP1R ag
Cc1ccc(N(C)S(=O)(=O)c2cccc(C(=O)NCCCN3CCCC3=O)c2)cc1,-40%[inhibitor],0%,-3,16%,i,8%,-6%,-21%,-3%
CCn1c(CN2CCOCC2)nnc1SCC(=O)Nc1ccccc1Cl,i,0%,1,13%,i,26%,-14%,-4%,9%
C#CCOCCOCCOCCNc1nc(N2CCN(C(=O)C([C@@H](C)O)n3cc([C@@H](N)CCCCN)nn3)CC2)nc(N2CCN(C(=O)[C@H](CC(N)=O)n3cc([C@@H](N)C(C)C)nn3)CC2)n1 (some centres not stated),-6%,-8%,7,-9%,i,15%,21%,-17%,-5%
OCCN(CCO)c1ccc(C(c2ccc(Cl)cc2)c2ccc(N(CCO)CCO)cc2Cl)c(Cl)c1,-5%,-1%,0,nt,i,?,-4%,10%,-8%
CCn1c(CCc2nc3ccccc3[nH]2)n[nH]c1=S,13%,-8%,-8,-1%,i,15%,-2%,-11%,-1%
COCCOC(=O)c1c(C)oc2ccc(OCc3ccccc3)cc12,-6%,-19%,25,27%,i,?,-4%,-7%,16%
COc1ccc(N(C(=O)CNC(=O)c2cccs2)C(C(=O)NC2CCCC2)c2ccncc2)cc1 (configuration not stated),-4%,-1%,19,21%,i,29%,-6%,5%,-1%
Cn1c(SCCOc2ccccc2Cl)nnc1-c1ccncc1,i,3%,9,-2%,i,1%,-4%,10%,-9%
Cc1ccc(C(=O)N2CC(=O)Nc3ccc(F)cc3C2c2ccccc2)cc1[N+](=O)[O-] (configuration not stated),-19%,-5%,-19,14%,i,-21%,9%,13%,4%
CC1(c2ccccc2)CC(C)(C)n2c(O)c(C3=NC(=S)NC3=O)c3cccc1c32 (configuration not stated),-23%,-3%,-19,19%,i,22%,-6%,-7%,-4%
CC(=O)N(c1ccc(C(F)(F)F)cc1)S(=O)(=O)c1ccc(N2C(=O)CCC2=O)cc1,i,1%,-6,-1%,i,-15%,5%,13%,-4%
COc1cc(C(=O)NCCC(=O)N2CCC3(CC2)NCCc2[nH]cnc23)cc(OC)c1OC,i,-1%,10,-7%,nt,12%,16%,-15%,-5%
C[C@H](/C=C/[C@@]1(O)[C@H](C)C[C@H](O)CC1(C)C)O[C@@H]1O[C@H](CO)[C@@H](O)[C@H](O)[C@H]1O,-29%,-6%,11,-24%,i,3%,5%,2%,3%
CC(=O)c1cccc(NC(=O)CNC(=O)Cc2ccccc2)c1,i,3%,2,1%,i,0%,3%,6%,1%
COc1cnn(-c2ccc(C)cc2)c(=O)c1Br,i,0%,18,35%,i,15%,?,-3%,-1%
Cc1ccc(C(=O)Nc2sc3c(c2C#N)CCCCC3)cc1C,-75%[inhibitor],-4%,10,23%,-95%*,0%,20%,12%,-5%
CCCCCCCC[n+]1cccc(C(=O)N(CC)CC)c1,i,-4%,-11,-14%,i,18%,-17%,-9%,-3%
CCOC(=O)c1c(C)oc2nc(C)nc(NCC3CCN(Cc4ccc(F)cc4)CC3)c12,-6%,nt,nt,4%,nt,-11%,7%,-15%,nt
CCOc1ccc(C(=O)NCc2ccc3c(c2)CCN3C(=O)c2ccc(C)cc2)cc1OCC,-21%,nt,nt,?,nt,21%,0%,-9%,nt
Cc1cccc(CCNC(=O)c2cc3c(=O)[nH]c4ccc(C)cc4c3s2)c1,-10%,nt,nt,2%,nt,14%,20%,2%,nt
O=C(O)CSc1nc2ccc(Cl)cc2[nH]1,27%,-2%,-8,-8%,i,11%,-25%,-4%,1%
Cc1nc2ccn(Cc3cccs3)c(=O)c2cc1C(=O)NCc1ccc(Cl)cc1,-26%,nt,nt,28%,nt,?,-22%,3%,nt

# Two of the compounds above, with values under each structure:
# Values run as follows: PTHR1 ag	aSyn rescue	D3 antag	FUS yeast rescue	Akt phos inh	GLP-1R inv ag	TDP43 rescue	Abeta yeast res	GLP1R ag
CCOc1ccc(C(=O)NCc2ccc3c(c2)CCN3C(=O)c2ccc(C)cc2)cc1OCC
→ -21%	nt	nt	?	nt	21%	0%	-9%	nt
Cc1cccc(CCNC(=O)c2cc3c(=O)[nH]c4ccc(C)cc4c3s2)c1
→ -10%	nt	nt	2%	nt	14%	20%	2%	nt

# An excerpt from above, showing only GLP1R ag, Akt phos inh and TDP43 rescue:
canonical_smiles | GLP1R ag | Akt phos inh | TDP43 rescue
Cn1c(SCCOc2ccccc2Cl)nnc1-c1ccncc1 | -9% | i | -4%
Cc1ccc(C(=O)N2CC(=O)Nc3ccc(F)cc3C2c2ccccc2)cc1[N+](=O)[O-] (configuration not stated) | 4% | i | 9%
CC1(c2ccccc2)CC(C)(C)n2c(O)c(C3=NC(=S)NC3=O)c3cccc1c32 (configuration not stated) | -4% | i | -6%

# Other structures
SMILES,PTHR1 ag,aSyn rescue,D3 antag,FUS yeast rescue,Akt phos inh,GLP-1R inv ag,TDP43 rescue,Abeta yeast res,GLP1R ag
OCCC1CN(Cc2cccn2-c2cccnc2)CCN1Cc1ccccc1 (configuration not stated),i,0%,7,20%,i,?,-7%[0.397 µM],13%,1%
Cc1ccc(NC(=O)CN2C(=O)S/C(=C\c3cc(C)n(-c4ccc(C(=O)O)cc4)c3C)C2=O)cc1,-14%,-1%,4,?,i,-5%,-6%[9.22 µM],-1%,-1%
CC12CCC(C(=O)NNc3ccc([N+](=O)[O-])cc3)(CC1=O)C2(C)C (configuration not stated),i,-3%,-8,-21%,i,8.9µM*,13%,3%,-8%
COC(=O)C1CCN(C2=C(NS(=O)(=O)c3ccc(Cl)cc3)C(=O)c3ccccc3C2=O)CC1,i,4%,-15,14%,i,?,10%,-12%,0%
O=C(CCCN1C(=O)C(c2ccccc2)Oc2cccnc21)NCc1ccc(F)cc1 (configuration not stated),-22%,0%,-7,14%,i,-17%,5%,-7%,6%
COc1ccc2oc3c(ccc[n+]3C)c(=O)c2c1,-30%,5%,18,-12%,i,25%,15%,-2%,15%
COc1ccccc1CC(=O)NCc1nn(-c2ccccc2)nc1C,-7%,-11%,10,11%,i,-16%,8%,7%,2%
CC(=O)Nc1ccc(NC(=O)C2CCCN(S(=O)(=O)c3ccc4c(c3)CCCC(=O)N4)C2)cc1 (configuration not stated),i,-8%,nt,-16%,nt,15%,13%,-9%,10%
Cc1cc(NC(=O)CCS(=O)(=O)c2cc3c4c(c2)CCN4C(=O)CC3)ccc1Br,-15%,nt,nt,9%,nt,7%,18%,-13%,nt
COc1cc(OC)c(OC)cc1CN1CCN(Cc2ccco2)CC1,i,-1%,7,14%,i,19%,-16%,11%,-4%
CC(=O)N1CCN(c2c(F)c(F)c(C(F)(F)F)c(F)c2F)CC1,-27%,-20%,5,-20%,i,12%,?,-24%,6%
COc1cccc(C(=O)N(C)CC2CCN(CCc3cccc(C(F)(F)F)c3)CC2)c1,i,0%,-16,-8%,i,?,4%,-17%,-5%
CON(C)S(=O)(=O)c1ccc2c(c1)N(Cc1ccc(C)cc1)C(=O)C1CCCN21 (configuration not stated),i,-1%,3,?,i,65%[activator],-9%[9.22 µM],4%,12%

# High-throughput results (PubChem)

# These rows are one share of the data. The share of hits here may be higher or lower than overall.
